Compound activity from PubChem BioAssay.
S100A4 MyoIIA: inhibitors of human S100A4 binding to myosin IIA peptide; P26447; S100A4/TAMRA-MyoIIA peptide fluorescence polarization; inhibition, % at 10.7 µM; 360,000 tested, 0.14% active; AID 652163;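 active = mean inhibition of at least 70% across replicates, with every replicate also reaching that level; inconclusive = mean inhibition reaches 70% but some replicates fall short; inactive = mean inhibition below 70%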
Target sequence (P26447 whole entry, looked up): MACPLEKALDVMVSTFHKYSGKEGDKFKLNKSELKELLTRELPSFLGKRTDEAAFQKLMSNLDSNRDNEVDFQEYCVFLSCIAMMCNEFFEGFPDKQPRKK
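Material: S100A4 monomer (human). Medium: Calcium-containing HEPES buffer, pH 7.2. Probe or stimulus: labelled myosin peptide probe, 5 nM. Compound dosing: one concentration per compound. Timing: polarization read 5 min after assay mix addition, stable 5–60 min. Benchmarks: DMSO as neutral control, TFP as positive control.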
SIRT5 block: inhibitors of human sirtuin-5 desuccinylase; Q9NXA8; Purified SirT5, succinyl-peptide AMC, trypsin-coupled fluorescence; inhibition, % at 15 µM; 330,000 tested, 1.1% active; AID 652115; in the data active = inhibition above about 15%; inconclusive = no clear call, values can overlap the other calls
Target sequence (Q9NXA8 whole entry, looked up): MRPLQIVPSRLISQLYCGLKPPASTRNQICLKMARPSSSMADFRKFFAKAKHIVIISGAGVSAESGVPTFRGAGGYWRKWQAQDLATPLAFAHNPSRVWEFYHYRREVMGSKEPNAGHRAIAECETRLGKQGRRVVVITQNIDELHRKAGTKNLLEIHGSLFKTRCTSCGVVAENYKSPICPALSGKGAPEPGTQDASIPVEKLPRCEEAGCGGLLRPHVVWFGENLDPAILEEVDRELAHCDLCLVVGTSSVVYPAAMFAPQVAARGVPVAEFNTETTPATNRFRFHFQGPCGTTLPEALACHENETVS
E-sel inducer: E-selectin induction on HUVECs; HUVEC E-selectin immunofluorescence imaging; normalized: neutral wells 0, TNF-alpha wells 100; activation, % at 7.58 µM; 260,000 tested, 0.37% active; AID 686992;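 active = mean E-selectin-positive cell signal at least 10% of the positive control, reached in at least 60% of replicates, without over 20% cell loss; inconclusive = no rule given, readout overlaps actives, possibly toxicity-flagged; inactive = the rest, including those meeting only one limit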;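 note: in these data hits start at about 27%; measured in HUVEC primary endothelial cells; signal is the percent of cells scored E-selectin positive by PE staining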
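System: HUVEC, human umbilical vein endothelial cells; quantity: 3,000 cells/well; buffer or medium: EGM-2 medium, gelatin-coated wells; dosing: single-point compound dose; detection: immunofluorescence imaging; evaluation: % PE-positive cells; benchmarks: TNF-alpha, DMSO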
ERp5 block: blocks human ERp5 reductase activity on insulin | Q15084 | ERp5 insulin aggregation, absorbance 650 nm, 90 min | inhibition, % at 9.99 µM | 350,000 tested, 0.05% active | AID 651711;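 active = mean replicate inhibition above about 25%, with every replicate also reaching it, limit read from the data, passing the limit was not always enough; inconclusive = only one of those two criteria met; inactive = neither criterion met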
Target sequence (Q15084 whole entry, looked up): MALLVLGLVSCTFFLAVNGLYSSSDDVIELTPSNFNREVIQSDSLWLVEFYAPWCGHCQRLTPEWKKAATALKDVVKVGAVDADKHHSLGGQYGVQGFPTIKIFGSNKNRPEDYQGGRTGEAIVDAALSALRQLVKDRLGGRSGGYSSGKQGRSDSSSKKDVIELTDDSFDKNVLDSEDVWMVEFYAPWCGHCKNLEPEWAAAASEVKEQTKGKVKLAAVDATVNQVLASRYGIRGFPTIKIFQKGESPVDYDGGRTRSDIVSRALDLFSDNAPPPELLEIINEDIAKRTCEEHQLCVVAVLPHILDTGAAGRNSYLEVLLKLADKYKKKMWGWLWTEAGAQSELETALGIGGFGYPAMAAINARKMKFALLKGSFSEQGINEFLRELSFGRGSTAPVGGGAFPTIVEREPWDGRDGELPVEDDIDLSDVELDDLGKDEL
PglD inh: PglD (C. jejuni) enzyme inhibition | purified PglD enzyme, DTNB colorimetric CoA detection | inhibition, % at 12.5 µM | 360,000 tested, 0.098% active | AID 602405; in the data active = inhibition above about 16%, passing the limit was not always enough; inconclusive = no clear call, values can overlap the other calls; note: strong numbers were not always called active
DENV2 CPE: DENV2-induced cell death inhibition | DENV2-infected cells, cytopathic effect rescue, plate reader | CPE inhibition, % at 9.99 µM | 350,000 tested, 1.7% active; in the data active = CPE inhibition above about 20%, passing the limit was not always enough; inconclusive = no clear call, values can overlap the other calls; tested in BHK-21 cells;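 note: 0% = median of neutral control wells and 100% = median of positive control wells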
Statin myotox sup: suppressors of simvastatin-induced myotoxicity in C2C12 myotubes. 330,000 tested, 0.78% active. AID 602340. rescue of ATP level, % at 7.49 µM. ATP luminescence, 48 h; scaled: DMSO 0, geranylgeraniol control 100;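 active = mean ATP rescue above about 67%, or every replicate alone reaching that limit, limit read from the data, passing the limit was not always enough; inconclusive = no clear call, values can overlap the other calls; inactive = mean under the limit and some replicate under it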;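 note: myotubes were challenged with 10 µM simvastatin during compound exposure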
Active calls of the source: *; ? = inconclusive; . = not tested or not shown; & = joins results of further samples. Not all compounds are listed; rates above refer to the full screens.

SMILES | S100A4 MyoIIA | SIRT5 block | E-sel inducer | ERp5 block | PglD inh | DENV2 CPE | Statin myotox sup
COc1cccc(NC(=O)Nc2ccc3c(c2)C(=O)N(C)C[C@@H](OC)[C@@H](C)CN[C@H](C)CO3)c1 | -6 | 3 | 0.0 | 0 | 0 | -9 | -9
CC(=O)Nc1ccc(S(=O)(=O)N2CCN(C(=O)c3ncoc3-c3ccccc3)CC2)cc1 | 1 | -4 | . | -4 | 7 | -6 | -15
Cc1ccccc1N1CCN(S(=O)(=O)CC23CCC(CC2=O)C3(C)C)CC1 (stereo not drawn) | -4 | -3 | 0.0 | -5 | 5 | 2 | 4
COc1ccccc1CNC(=O)C1(C)CCN1C(=O)C1(c2ccccc2)CC1 (stereo not drawn) | 0 | -1 | -0.2 | -1 | 0 | -4 | 13
O=C1CC(c2cccc(Br)c2)C2=C(COC2=O)N1 (stereo not drawn) | 0 | -4 | . | -9 | . | 5 | .
CCOC(=O)c1c(C)[nH]c(C(=O)OCC(=O)Nc2ccccc2)c1C | 2 | -1 | 4.3 | -2 | 1 | -7 | 0
CNC[C@H]1OCCCC[C@@H](C)Oc2ccc(NS(=O)(=O)c3cccs3)cc2C(=O)N([C@H](C)CO)C[C@H]1C | 4 | 6 | 0.1 | 4 | -6 | -6 | .
C/C(=C\c1cccc(Br)c1)C(=O)c1c(C)cc(C)[nH]c1=O | 50 | 1 | 0.6 | 1 | 0 | -1 | 42
C[C@H](NC(=O)C[C@@H]1CC[C@@H]2[C@@H](COc3ccc(NC(=O)C4CCOCC4)cc3C(=O)N2C)O1)c1ccccc1 | -8 | -3 | 0.1 | 2 | -2 | -13 | 9
COc1ccc(S(=O)(=O)Nc2ccc3c(c2)C(=O)N([C@H](C)CO)C[C@@H](C)[C@H](CN(C)C(=O)Nc2cccc4ccccc24)OCCCC[C@@H](C)O3)cc1 | . | . | 1.9 | . | -1 | -13 | 64
CN(C)C(=O)c1ccc(-c2ccc(C3[C@@H]4CN(C(=O)C5CC5)C[C@H]3N4)cc2)cc1 (stereo partly drawn) | 34&-3 | 3&0 | -0.1&-0.1 | -2&-3 | . | -4&19 | .
COc1ccc(S(=O)(=O)N(C)C[C@@H]2Oc3ccc(NC(=O)Nc4cccc5ccccc45)cc3CC(=O)N([C@H](C)CO)C[C@@H]2C)cc1 | 2 | 5 | ? | 3 | . | -5 | 4
CN(c1ccc(OCC(=O)NCc2cccnc2)cc1)S(=O)(=O)c1ccc(Cl)cc1 | 1 | -5 | 0.9 | -3 | . | 4 | .
COC(=O)[C@@]12C[C@@H](CC(=O)N3CCN(C(=O)c4ccco4)CC3)C(=O)N(CCc3ccc(OC)c(OC)c3)C1=CCC(C)(C)C2 | 5 | 0 | -0.1 | -3 | . | -5 | .
COc1ccccc1C#Cc1ccc2c(c1)[C@@H]1[C@@H](CCN1C(=O)c1ccccc1)[C@@H](CO)N2 | -4 | 6 | -0.2 | 0 | -2 | -5 | 11

Brought forward from above: six entries, followed by the next part.
SMILES | S100A4 MyoIIA | SIRT5 block | E-sel inducer | ERp5 block | PglD inh | DENV2 CPE | Statin myotox sup
COc1ccc(S(=O)(=O)Nc2ccc3c(c2)C(=O)N([C@H](C)CO)C[C@@H](C)[C@H](CN(C)C(=O)Nc2cccc4ccccc24)OCCCC[C@@H](C)O3)cc1 | . | . | 1.9 | . | -1 | -13 | 64
CN(C)C(=O)c1ccc(-c2ccc(C3[C@@H]4CN(C(=O)C5CC5)C[C@H]3N4)cc2)cc1 (stereo partly drawn) | 34&-3 | 3&0 | -0.1&-0.1 | -2&-3 | . | -4&19 | .
COc1ccc(S(=O)(=O)N(C)C[C@@H]2Oc3ccc(NC(=O)Nc4cccc5ccccc45)cc3CC(=O)N([C@H](C)CO)C[C@@H]2C)cc1 | 2 | 5 | ? | 3 | . | -5 | 4
CN(c1ccc(OCC(=O)NCc2cccnc2)cc1)S(=O)(=O)c1ccc(Cl)cc1 | 1 | -5 | 0.9 | -3 | . | 4 | .
COC(=O)[C@@]12C[C@@H](CC(=O)N3CCN(C(=O)c4ccco4)CC3)C(=O)N(CCc3ccc(OC)c(OC)c3)C1=CCC(C)(C)C2 | 5 | 0 | -0.1 | -3 | . | -5 | .
COc1ccccc1C#Cc1ccc2c(c1)[C@@H]1[C@@H](CCN1C(=O)c1ccccc1)[C@@H](CO)N2 | -4 | 6 | -0.2 | 0 | -2 | -5 | 11
CCC(C)N1C(=O)S/C(=C/c2ccc(N3CCOCC3)cc2C)C1=O (stereo not drawn) | -9 | -1 | . | 2 | . | 4 | .
Cc1cc(=O)c2c(O)c(O)ccc2o1 | 2 | . | . | . | -5 | . | 2
COc1cccc(CNC(=O)CS(=O)(=O)Cc2nc(-c3ccc(C)cc3)oc2C)c1OC | 4 | -3 | -0.1 | -3 | -3 | 1 | 2
O=C(Cc1cc(C(=O)O)c2ccccc2n1)Nc1ccccc1 | 1 | 1 | . | -9 | -1 | -7 | -20
O=C(COc1ccccc1-c1ccccc1)N/N=C/c1ccc2ccccc2c1 | 44 | -3 | 0.2 | -1 | . | -3 | .
O=C(c1cccnc1)N1C[C@@H]2[C@H](c3ccccc31)[C@H](CO)N2C(=O)CN1CCOCC1 | 2 | 0 | 0.5 | 3 | -5 | 10 | -8
CO[C@@H]1CN(C)C(=O)c2cc(NS(=O)(=O)c3cn(C)cn3)ccc2OC[C@@H](C)N(CC2CC2)C[C@H]1C | -12 | 3 | 0.0 | -2 | -3 | -4 | 5
NC(=O)CCSC(=S)N1CCOCC1 | 5 | 0 | 2.5 | 7 | 10 | 0 | -3
c1ccc(Oc2nnc(-c3cccs3)c3ccccc23)cc1 | -5 | . | . | 4 | -3 | 2 | .
C[C@@H]1CN([C@@H](C)CO)S(=O)(=O)c2ccc(-c3cccc(C(=O)N(C)C)c3)cc2O[C@@H]1CN(C)C(=O)Nc1ccccc1 | 5 | 4 | 0.4 | -3 | 1 | 4 | -22
Cc1ccc(S(=O)(=O)N2CCCC2CNC(=O)c2ccc(F)c(F)c2)cc1 (stereo not drawn) | ? | -2 | -0.1 | 2 | 4 | 6 | 9
C[C@H](CO)N1C[C@H](C)[C@H](CN(C)S(=O)(=O)c2cccs2)Oc2ncc(C#CCN(C)C)cc2C1=O | 5 | 1 | -0.5 | 3 | -1 | -8 | 3
O=C(NCc1ccc(OC(F)(F)F)cc1)c1cccc2c1C(=O)c1ccc(N3CCCCC3)cc1S2(=O)=O | 47 | . | 0.4 | -2 | 4 | -7 | -22
COc1ccc(OC)c(/C=N/NC(=O)c2nnn(-c3nonc3N)c2-c2cccs2)c1 | 2 | -2 | . | -3 | -4 | 7 | -1
O=C(CC1C(=O)NCCN1Cc1cccc(Oc2ccccc2)c1)NCCc1ccccn1 (stereo not drawn) | 2 | -4 | 4.3 | 3 | . | 4 | .
O=C(COC(=O)C1(c2ccc(Cl)cc2)CCCC1)NCc1ccco1 | 2 | -8 | 0.8 | -1 | 8 | -1 | 1
C[C@H](CO)N1C[C@H](C)[C@@H](CN(C)C(=O)Nc2ccc(F)cc2)Oc2ccc(NC(=O)Cc3cn(C)c4ccccc34)cc2C1=O | -14 | 0 | -6.9 | -3 | -1 | 0 | -7
COC(=O)c1ccc(N2CCN(C)CC2)c(NC(=O)COc2ccccc2Cl)c1 | 8 | -4 | 0.6 | 1 | -11 | -1 | 3
COc1ccc(-n2c(=S)[nH]c3ccccc3c2=S)cc1 | 3 | -4 | 4.9 | 1 | 5 | ? | -5
CCCCCCCCN1C(=O)[C@@H](CC(=O)NCCCCc2ccccc2)C[C@@]2(C(=O)OC)C1=C[C@H](C(C)(C)C)O[C@@H]2C | -4 | . | -0.3 | -2 | . | 15 | .
Cc1cc(C)cc(-n2ncc3c2CCCC3NC(=O)c2cc(C)oc2C)c1 (stereo not drawn) | -59 | 1 | . | -5 | -1 | 4 | 2
COC(=O)[C@]1(Cc2ccccc2)N[C@H](c2ccc(-c3ccc4c(c3)OCO4)cc2)[C@@H]2C(=O)N(C)C(=O)[C@@H]21 | 1 | . | 0.0 | 2 | 3 | ? | 25
CC(C)C[C@@H](CN1CCC[C@@H]1CN1C(=O)C(=O)NC[C@@H]1Cc1ccccc1)N1C[C@H](Cc2ccc(O)cc2)N(CC2CCCCC2)C(=O)C1=O | 5 | -3 | -0.1 | 0 | 4 | 1 | 0
COc1cccc(-c2cnc3c(c2)C(=O)N([C@@H](C)CO)C[C@@H](C)[C@H](CN(C)Cc2ccncc2)O3)c1 | -2 | -1 | -0.4 | 0 | 3 | 9 | -5
Cc1cc(N2CCN(C)CC2)nc2ccc(NC(=S)N3CCCCCC3)cc12 | 1 | 20* | 0.0 | 4 | -2 | 5 | 6
Cc1nc(Nc2cccc(Cl)c2)c2oc3ccccc3c2n1 | -1 | -2 | 0.0 | -3 | 5 | -4 | -6
Cc1cccc2sc(N(CCCN(C)C)C(=O)COc3ccc(Cl)cc3)nc12 | 2 | -1 | . | 6 | . | -3 | -3
O=C(COc1ccc(Cl)cc1Cl)Nc1ccc(CN2CCCCC2)cc1 | -18 | 112* | . | 1 | 5 | -2 | 0
O=C(NCC(=O)N1CCN(c2ncccn2)CC1)c1ccc(F)cc1 | 13 | 1 | -1.7 | 2 | -4 | 6 | 5
CCc1nc2ccccc2c(C(=O)OC2CCOC2=O)c1C (stereo not drawn) | . | . | 0.1 | . | -4 | . | -12
CN(C)c1cccc(CNC(=O)c2csc(COCCO)n2)c1 | 1 | 12 | -0.2 | -3 | 3 | ? | -5
COc1ccc(CNC(=O)c2c(O)c3cc(OC)c(OC)cc3[nH]c2=O)cc1OC | -16 | -6 | . | 1 | -2 | 0 | -5
COc1ccccc1N(CC(=O)NCc1ccc2c(c1)OCO2)C(=O)CCC(=O)Nc1nccs1 | -10 | -3 | 0.2 | 1 | -1 | -4 | -12
Cc1[nH][nH]c(=O)c1C(c1ccc(F)cc1)c1c(C)[nH][nH]c1=O | -26 | -2 | . | -7 | 0 | 3 | -18
O=C(NCCCOc1ccc([N+](=O)[O-])cc1Cl)OCc1ccccc1 | -1 | -1 | -0.5 | 2 | . | 3 | .
C[C@@H]1CN([C@@H](C)CO)C(=O)CCCn2cc(nn2)CO[C@@H]1CN(C)S(=O)(=O)c1ccc(-n2cccn2)cc1 | -8 | 6 | 1.0 | 2 | . | -5 | .
NC(CCc1ccccc1)c1csc(NC(=O)Nc2cccc(Cl)c2)n1 (stereo not drawn) | -6 | . | 0.3 | 0 | -5 | -13 | -19
COc1cc(OC)cc(C(=O)N2CCN(Cc3ccccc3Br)CC2)c1 | -4 | -1 | . | -3 | . | -3 | .
O=C(NNC(=O)c1ccc(F)c(S(=O)(=O)N2CCOCC2)c1)c1ccc(Br)cc1 | -2 | -3 | . | 6 | -2 | ? | 6
CCCCC(=O)NC(=S)NNC(=O)CCc1ccccc1 | -9 | -2 | . | 11 | 1 | 1 | .
CCC(=O)NCCCCCCNC(=O)CC | -6 | -1 | . | 4 | 3 | . | 1
CCCCC(=O)Nc1ncc(S(=O)(=O)c2ccc([N+](=O)[O-])cc2)s1 | -11 | 7 | -0.6 | 5 | -3 | 12 | 0
